Compound activity deposited in PubChem by National Center for Advancing Translational Sciences (NCATS).
GAA glycogen mod = qHTS Assay for Inhibitors and Activators of Human alpha-Glucosidase Cleavage of Glycogen; AID 2100, 2009; recombinant GAA, glycogen substrate, Amplex Red glucose oxidase fluorescence; Potency, µM (top dose mostly 76.4 µM), for the others: top-dose activity change, negative = inhibition, usual class: inhibitors; 0.38% of 300,000 active; Lysosomal alpha-glucosidase (Homo sapiens), P10253;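 further: potency means the concentration at half of the fitted maximal effect; 0% = full enzyme reaction and -100% = no-enzyme basal signal; the screen sought inhibitors and activators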
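Natural-substrate format: glycogen cleavage by 4 nM human enzyme, glucose read by Amplex Red coupling (Ex 573, Em 610 nm). Normalized to enzyme and no-enzyme controls.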
aGlu spleen mod = qHTS Assay for Inhibitors and Activators of Human alpha-Glucosidase From Spleen Homogenate; Lysosomal alpha-glucosidase (Homo sapiens), P10253; human spleen homogenate, 4-MU-alpha-glucoside fluorescence; Potency, µM (highest dose often 79.9 µM), without a hit: at the highest dose activity change, negative = inhibition, most hits filed as inhibitors; 0.006% of 240,000 active;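 further: potency means the concentration at half of the fitted maximal effect; 0% = enzyme with vehicle and -100% = no enzyme basal signal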
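Human spleen homogenate (1 ug) with 4-methylumbelliferyl-alpha-D-glucopyranoside (1 mM final) in 50 mM citrate/phosphate pH 5.0, 0.01% Tween-20; 40 min at 37 C. Stopped at pH 10; 4-MU fluorescence Ex 365/Em 440 nm; AC50 by Hill fit.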
HTT aggregate = qHTS Multiplex Assay to Identify Dual Action Probes in a Cell Model of Huntington: Aggregate Formation (GFP) | PC12 HttQ103-GFP aggregates, Acumen cytometry, 40 h | Potency, µM (series often up to 46.1 µM), for the others: at the top dose activity change, negative = inhibition, actives largely listed as inhibitors | 1.1% of 220,000 active | AID 1688, 2009; further: potency means the concentration at half of the fitted maximal effect; on the % scale 0 is the no-effect control and ±100 the full control effect; nearly all actives have a fitted effect of over 60% in size
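PC12 cells stably carrying ecdysone-inducible HTT exon 1 Q103–GFP were induced with tebufenozide (100 nM final) and treated with library compounds in titration. GFP aggregates in lysates were counted by laser scanning cytometry.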
Lamin A splicing = qHTS Assay for Modulators of Lamin A Splicing. HeLa LMNA splicing GFP/RFP minigene ratio, 48 h. Potency, µM (doses to about 46.1 µM), for the others: at the top dose ratio change, negative = inhibition, most hits filed as inhibitors. 0.01% of 200,000 active. AID 1487, 2009; active means well fitted inhibition curve with a large enough effect in the signal ratio, with a control signal flat, not every such curve was filed as active; inconclusive means small, poorly fitted or top-dose-only effect, or effect the other way, or a change in a side signal; the % refers to the signal ratio; further: potency means the concentration at half of the fitted maximal effect; on the % scale 0 is the no-effect control and ±100 the full control effect
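S3 HeLa cells stably expressing lamin A-EGFP splicing minigene plus DsRed2, 600 cells/well, 48 h compound exposure at 37C. Laser-scanning cytometry; analysed as GFP (500-530 nm)/RFP (575-640 nm) total intensity ratio; 0.5% DMSO vehicle.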
GAA inh = qHTS Assay for Inhibitors of Human alpha-Glucosidase as a Potential Chaperone Treatment of Pompe Disease | 0.005% of 200,000 active | purified human GAA, 4-MU-alpha-glucoside fluorescence | Potency, µM (highest dose often 76.9 µM), inactives show at the highest dose activity change, negative = inhibition, actives largely listed as inhibitors;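 further: potency means the concentration at half of the fitted maximal effect; plate controls were uninhibited enzyme wells for no effect and no-enzyme background for full effect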
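Read-out is 4-methylumbelliferone fluorescence (Ex 365/Em 440 nm) after NaOH/glycine stop at pH 10. Enzyme 4 nM, substrate 400 uM, pH 5.0 citrate buffer, 20 min room temperature; AC50 from Hill-equation concentration-response.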
CBFb-RUNX1 inh = qHTS Assay for Compounds Blocking the Interaction Between CBF-beta and RUNX1 for the Treatment of Acute Myeloid Leukemia; Runt-related transcription factor 1 (Homo sapiens) + Core-binding factor subunit beta …; AlphaScreen CBFb-His/RUNX1-biotin binding, biochemical; Potency, µM (series often up to 59.8 µM), for inactives: at the highest dose activity, negative = inhibition, usual class: inhibitors; 230,000 tested, under 10 active; further: % of control where 0% means no effect
Target sequence (Q01196 whole entry, looked up): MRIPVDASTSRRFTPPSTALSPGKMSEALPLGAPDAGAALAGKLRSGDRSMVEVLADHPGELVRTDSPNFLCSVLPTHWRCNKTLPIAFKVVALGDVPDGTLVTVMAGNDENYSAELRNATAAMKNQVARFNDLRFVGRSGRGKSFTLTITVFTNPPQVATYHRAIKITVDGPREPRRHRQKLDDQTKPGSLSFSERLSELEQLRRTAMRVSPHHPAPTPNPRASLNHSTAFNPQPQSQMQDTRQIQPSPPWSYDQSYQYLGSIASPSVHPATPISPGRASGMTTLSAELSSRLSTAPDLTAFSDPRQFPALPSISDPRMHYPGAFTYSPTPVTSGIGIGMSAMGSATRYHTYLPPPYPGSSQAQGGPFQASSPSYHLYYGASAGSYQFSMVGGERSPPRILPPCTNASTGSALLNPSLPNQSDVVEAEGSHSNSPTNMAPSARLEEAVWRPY
Target sequence (Q13951 whole entry, looked up): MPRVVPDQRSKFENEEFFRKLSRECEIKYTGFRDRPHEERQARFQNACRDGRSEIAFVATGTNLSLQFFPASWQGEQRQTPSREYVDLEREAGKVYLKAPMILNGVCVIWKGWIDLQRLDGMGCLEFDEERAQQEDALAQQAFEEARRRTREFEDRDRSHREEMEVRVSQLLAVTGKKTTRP
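His-tagged CBF-beta and biotinylated RUNX1 (30 nM each) were premixed 20 min at room temperature, exposed to compound for 15 min, then given nickel-chelate and streptavidin AlphaScreen beads (50 ng each). After 90 min, AlphaScreen signal was read.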
HTT ATP protect = qHTS Multiplex Assay to Identify Dual Action Probes in a Cell Model of Huntington: Cytoprotection (ATP); PC12 HTT-Q103 induced, cytoprotection, ATP luminescence, 40 h; Potency, µM (series often up to 56.4 µM), for the others: cytoprotection (ATP increase), most hits filed as activators; 0.14% of 230,000 active;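 further: potency means the concentration at half of the fitted maximal effect; % of control where 0% means no effect; nearly all actives have a fitted effect of over 45% in size; toxic huntingtin expression switched on by the ecdysone agonist tebufenozide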
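Quantitative HTS on tebufenozide-induced (100 nM) PC12 cells expressing HTTQ103 exon 1–GFP; compounds tested as a concentration series; survival measured via cellular ATP.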
* marks the source's active call; other numbers are inactive results; ? = inconclusive; . = not tested or not shown; [ ] = dose if it differs, or a comment. Unless noted, the call rests on the fitted dose curve; in most records, active means well fitted curve in the direction sought with a large enough effect; inconclusive means small, poorly fitted or top-dose-only effect, or another doubt; inactive means no such curve, though single readings can be large; an effect the other way counts as inactive or inconclusive.

SMILES	GAA glycogen mod	aGlu spleen mod	HTT aggregate	Lamin A splicing	GAA inh	CBFb-RUNX1 inh	HTT ATP protect
CCn1c(SCC(=O)Nc2ccc(S(N)(=O)=O)cc2)nnc1-c1cccc(OC)c1	-0.9%	1.0%	-11.0%	4.1%	-6.5%	8.0%	-19.6%[0.074 µM]
O=C(CNC1CCCC1)Nc1ccc(N2CCCCCC2)cc1	?	-3.8%	-9.5%	?	-4.3%	-29.2%	7.5%[10 µM]
C(=N\Nc1nc(N2CCCCCC2)nc(N2CCCCCC2)n1)/c1ccccc1	-4.5%	-4.8%	-20.3%	.	-3.2%	3.5%	-24.6%
COc1ccc(NC(=O)C(=O)NNC(=O)c2cccs2)cc1	8.2%	-7.7%	-12.5%	-11.1%	8.4%	-0.6%	-0.1%[10 µM]
O=C(c1ccccc1)N1CCN(C(=S)NCc2ccc3c(c2)OCO3)CC1	-5.8%	-8.8%	-21.5%	?	-2.2%	7.5%	4.5%[10 µM]
Cc1ccc(-c2csc(/C(C#N)=C(\O)CN3CCN(C(=O)c4ccco4)CC3)n2)cc1	2.2%	7.6%	-9.6%	-0.8%	-2.3%	-16.6%	21.1%[10 µM]
COc1ccc(NC(=O)C2CCN(C(=O)Cc3ccccc3)CC2)cc1OC	9.0%	0.1%	-12.5%	-20.1%[9.22 µM]	6.5%	-1.6%	19.6%
COc1ccc(CCNC(=O)c2ccc3c(c2)SC2=NS(=O)(=O)CCN23)cc1	4.8%	3.6%	12.1%[9.22 µM]	.	.	5.4%	4.6%[10 µM]
O=c1oc2ccccc2c(Nc2ccc3ncccc3c2)c1[N+](=O)[O-]	-2.6%	9.1%	?	-9.9%	-5.2%	9.3%	.
CCN(C(=O)CSc1nnc(-c2cccs2)o1)C1CCS(=O)(=O)C1 (stereo not drawn)	8.6%	0.4%	?	-12.8%[46 µM]	-12.0%	0.0%	-11.6%
CCCNC(=O)CN(CCc1ccccc1)S(C)(=O)=O	6.3%	-3.8%	0.1%	-1.7%	-1.5%	3.5%	11.5%
CC(C)Cc1nnc(NC(=O)CCC(=O)N2CCOCC2)s1	4.8%	7.5%	3.9%	4.9%	-4.8%	2.5%	-0.8%
CCN(CC)S(=O)(=O)c1cccc(-c2nnc(SC(C)C(N)=O)n2CCc2ccccc2)c1 (stereo not drawn)	-7.3%	-12.2%	-10.6%	7.5%	-4.2%	-0.1%	9.0%[10 µM]
COc1ccc2c(c1)n([O-])c1c([n+]2=O)CCC1	1.2%	8.7%	-5.4%[9.22 µM]	.	.	-6.3%	13.4%[10 µM]
O=C(CN1C(=O)NC2(CCCCCC2)C1=O)NC1CC1	-11.3%	-2.4%	-16.3%	.	5.6%	6.5%	2.3%
O=S(=O)(NCc1csc(-c2cccs2)n1)c1cccs1	-5.1%	-2.3%	-6.0%[9.22 µM]	.	.	11.8%	10.7%[10 µM]
COCCNC(=O)CN(C(=O)Cn1nnc2ccccc21)c1cc(C)cc(C)c1	4.1%	1.5%	0.8%[9.22 µM]	15.6%[46 µM]	-3.3%	0.9%	-4.5%[10 µM]
Cc1nc(C)c(C(=O)NNS(=O)(=O)c2ccc([N+](=O)[O-])cc2)s1	?	-6.2%	7.0%	0.3%	1.3%	8.2%	-27.3%[10 µM]
C[C@@H]1CCC[C@H](C)N1NC(=O)c1ccc(Cl)c(S(N)(=O)=O)c1	1.1%	4.1%	-14.8%	?	-6.1%[15.4 µM]	3.2%	?
CC1=NN(C(=O)c2ccc(Br)cc2)C(O)(C(F)(F)OC(F)(F)F)C1 (stereo not drawn)	-9.1%	0.4%	-5.0%	0.0%	11.0%	-0.9%	9.7%
O=C(CSc1cn(Cc2ccccc2)c2ccccc12)NCc1ccc(F)cc1	0.2%	2.6%	-4.4%	15.1%	1.3%	-9.9%[2.36 µM]	.
CCC(C)C(NC(=O)C1CCC(C)CC1)C(=O)NC(CCSC)C(=O)OC (stereo not drawn)	4.9%	-4.7%	11.7%	-0.6%	-2.0%	1.5%	3.1%
CCOC(=O)NC(NCc1cccc(C(F)(F)F)c1)(C(F)(F)F)C(F)(F)F	-6.8%	1.0%	5.5%	7.3%	-9.7%	12.5%	9.5%[10 µM]
CN(CCOc1ccccc1)CC(=O)Nc1cc([N+](=O)[O-])ccc1Cl	-0.6%	-1.8%	-5.2%	.	-4.9%	-7.3%	-11.6%
C=CCn1c(CSc2nc3ccccc3s2)nnc1SCC(=O)NCc1ccccc1	7.0%	-3.6%	-3.5%	10.0%	?	-2.8%	-6.1%[10 µM]
C/C(=C\C1CCCCC1)C(NC(=O)c1ccc(C(F)(F)F)cc1)c1ccc(-c2ccccc2)cc1 (stereo not drawn)	.	-4.8%	.	.	.	1.7%	-46.8%[inhibitor]
CCc1nnc(NS(=O)(=O)c2ccc(N/C=C\C(=O)c3ccc4ccccc4c3)cc2)s1	-9.3%	11.3%	16.1%	-1.8%	-7.0%	?	8.7%[10 µM]
COc1cccc(OC)c1C(=O)OCC(=O)NCC(C)C	-4.3%	-1.3%	17.9%	.	1.7%	10.8%	-34.4%[inhibitor]
O=C(Cn1ccc2ccccc2c1=O)NCCC(=O)N1CCN(c2cccc(Cl)c2)CC1	5.5%	-6.1%	-5.6%	2.9%	-4.8%	-1.6%	2.5%
O=S(=O)(c1cccs1)N1CCN(Cc2ccccc2)CC1	10.0%	4.9%	11.6%	-4.3%	-11.1%	3.7%	32.0%

In the list so far, 3 contain a CF3 group.
SMILES	GAA glycogen mod	aGlu spleen mod	HTT aggregate	Lamin A splicing	GAA inh	CBFb-RUNX1 inh	HTT ATP protect
CC1=NN(C(=O)c2ccc(Br)cc2)C(O)(C(F)(F)OC(F)(F)F)C1 (stereo not drawn)	-9.1%	0.4%	-5.0%	0.0%	11.0%	-0.9%	9.7%
CCOC(=O)NC(NCc1cccc(C(F)(F)F)c1)(C(F)(F)F)C(F)(F)F	-6.8%	1.0%	5.5%	7.3%	-9.7%	12.5%	9.5%[10 µM]
C/C(=C\C1CCCCC1)C(NC(=O)c1ccc(C(F)(F)F)cc1)c1ccc(-c2ccccc2)cc1 (stereo not drawn)	.	-4.8%	.	.	.	1.7%	-46.8%[inhibitor]

The results go on:
SMILES	GAA glycogen mod	aGlu spleen mod	HTT aggregate	Lamin A splicing	GAA inh	CBFb-RUNX1 inh	HTT ATP protect
CC1=C(C(=O)OC(C)C)C(/C=C/c2ccccc2)NC(=O)N1 (stereo not drawn)	-3.7%	6.9%	-15.4%	9.5%	-1.8%	3.4%	-2.6%
COc1ccccc1NS(=O)(=O)c1cccc2cccnc12	1.6%	0.7%	1.1%	1.6%	-11.2%	4.7%	10.0%
CC(C)CNCC1OCc2ccccc2CO1	8.1%	2.8%	3.1%[9.22 µM]	.	.	8.1%	-4.2%[10 µM]
Cc1ccc(-c2noc(CN(C)C(=O)Nc3ccc(F)cc3)n2)cc1	-18.0%	-5.5%	-19.7%	?	7.9%	3.2%	10.6%[10 µM]
COc1ccccc1C1CCN(C(=O)c2ccco2)CC1	-8.0%	10.1%	24.5%[9.22 µM]	.	.	-1.3%	10.0%[10 µM]
COc1ccccc1-c1nnc2n1N=C(C)CS2	0.8%	7.9%	-10.3%	2.9%	-1.7%	1.9%	-9.4%
COc1cc(OC)c(OC)cc1/C=N/NC(=S)NCC1CCCO1 (stereo not drawn)	?	3.6%	-12.3%[9.22 µM]	11.6%	0.8%	2.9%	-8.0%
COCCn1c(/C=C/c2ccccc2)nc2ccccc21	-6.9%	10.7%	-0.6%	11.0%[46 µM]	?	15.5%	-45.2%[inhibitor][10 µM]
CCN(CC(=O)NC(C)C)C(=O)C(CCSC)NC(=O)c1ccccc1OC (stereo not drawn)	1.8%	6.7%	-15.4%	?	6.8%	4.7%	-10.0%
CC(C)NC(=O)Cn1cnc2c1c(=O)n(C)c(=O)n2C	6.9%	3.0%	13.0%	2.6%	-1.5%	9.4%	-3.6%
O=C(OCN1C(=O)c2ccccc2C1=O)/C(=C\c1ccco1)NC(=O)c1ccccc1	-4.1%	-9.4%	11.3%	13.1%	2.1%	-4.1%	3.2%
O=C(CCl)NCc1cc(-c2ccc(Cl)cc2)no1	-7.8%	.	35.5µM*	.	3.5%	21.0%	-198.0%[inhibitor]
COc1ccccc1C(=O)C1CCCN(C(=O)C2CCCC2)C1 (stereo not drawn)	-2.0%	-1.8%	2.6%[9.22 µM]	.	2.8%	19.8%	2.5%[10 µM]
O=C(N/N=C/c1ccc(O)cc1)c1cc(-c2ccc3c(c2)OCO3)n[nH]1	15.7%	-4.0%	24.7%	?	2.7%	-2.3%	-4.1%[10 µM]
CCOC(=O)c1cc(-c2ccc(C)o2)nn1CCC#N	3.9%	-9.8%	26.1%	1.0%	-2.5%	0.7%	-29.7%
Cc1ncc(CSSCc2cnc(C)c(O)c2CO)c(CO)c1O	.	.	8.0%	-11.1%	.	.	?
CCn1c(SCC(=O)c2[nH]c(C)c(C(C)=O)c2C)nnc1-c1ccccc1	4.0%	-13.0%	?	?	0.4%	-2.1%	-52.9%[inhibitor]
Cc1n(C)c2cc(Cl)ccc2[n+]1Cc1ccccc1	8.3%	.	-16.1%	.	-0.7%	-9.1%	-11.4%
Cc1ccccc1-c1nc(Cc2ccc(Cl)cc2)no1	-4.6%	3.5%	9.6%	11.2%	-4.8%	27.2%	-3.4%
O=C(NC(=S)Nc1cc(S(=O)(=O)N2CCOCC2)ccc1N1CCOCC1)c1ccco1	-18.8%	-0.4%	-22.6%	-16.8%[46 µM]	-5.8%	-1.3%	-20.8%
CN(C)S(=O)(=O)c1ccc(C(=O)Nc2ccc(Cl)cc2)cc1	5.5%	5.8%	-15.6%	-18.3%	-4.7%[15.4 µM]	5.6%	-4.0%
C[C@]12CCC3c4ccc(O)cc4CCC3C1CC(O)C2O (stereo partly drawn)	.	-2.8%	.	.	.	3.2%	-186.8%[inhibitor]
